Screens: PubChem BioAssay, National Center for Advancing Translational Sciences (NCATS)
ELG1 DNA repair: ELG1-dependent DNA repair inhibition | 2.3% of 330,000 active | Potency, µM (titrated, usually from 46.1 µM), for the others: top-dose activity change, negative = inhibition, actives largely listed as inhibitors | HEK293T ELG1-luciferase reporter, luminescence, 16 h; DNA damage induced by 5-fluorouridine | AID 504467; note: potency is the fitted concentration of half-maximal effect; % is set by controls: 0 for no effect and ±100 for the full control effect; nearly all actives have a fitted effect of over 55% in size
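Reporter activity after DNA damage by 5-fluorouridine is monitored. Compound-treated cells incubate 16 hr at 37 °C, then ONE-Glo is added for 30 min before luminescence reading.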
RORg inh: inhibitors of mouse ROR gamma transcriptional activity; AID 2551; Drosophila S2 Gal4-RORgamma UAS-luciferase reporter, 20 h; 5.4% of 310,000 active; Potency, µM (top dose mostly 53.6 µM), for the others: at the top dose activity change, negative = inhibition, hits mostly inhibitors; note: potency is the fitted concentration of half-maximal effect; % is set by controls: 0 for no effect and ±100 for the full control effect; nearly all actives have a fitted effect of over 60% in size
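Luciferase reporter read in Schneider cells carrying Gal4-RORγ (mouse) and UAS-Photinus luciferase; cells given compound 1 h before 700 uM copper sulfate induction, then incubated 20 h at ambient temperature.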
VP16 counter: counter-screen for ROR gamma inhibitors: Gal4-VP16 reporter | Potency, µM (titrated, usually from 53.6 µM), for the others: top-dose activity, negative = inhibition, hits mostly inhibitors | 3.5% of 310,000 active | AID 2546 | Drosophila S2 Gal4-VP16 UAS-luciferase, luminescence, 20 h;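 note: Gal4-VP16 expression switched on by copper sulfate through the metallothionein promoter; potency is the fitted concentration of half-maximal effect; % is set by controls: 0 for no effect and ±100 for the full control effect; nearly all actives have a fitted effect of over 50% in size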
FLuc counter: counter-screen for miR-21 project: firefly luciferase inhibitors or activators; 6.9% of 360,000 active; AID 588342; Potency, µM (series often up to 57.5 µM), for the others: top-dose activity change, negative = inhibition, hits mostly inhibitors; purified FLuc, Km substrates, luminescence inhibition;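 note: potency is the fitted concentration of half-maximal effect; plate controls were vehicle for no effect and reference inhibitor for full effect; nearly all actives have a fitted effect of over 55% in size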
Target sequence (P08659 whole entry, looked up): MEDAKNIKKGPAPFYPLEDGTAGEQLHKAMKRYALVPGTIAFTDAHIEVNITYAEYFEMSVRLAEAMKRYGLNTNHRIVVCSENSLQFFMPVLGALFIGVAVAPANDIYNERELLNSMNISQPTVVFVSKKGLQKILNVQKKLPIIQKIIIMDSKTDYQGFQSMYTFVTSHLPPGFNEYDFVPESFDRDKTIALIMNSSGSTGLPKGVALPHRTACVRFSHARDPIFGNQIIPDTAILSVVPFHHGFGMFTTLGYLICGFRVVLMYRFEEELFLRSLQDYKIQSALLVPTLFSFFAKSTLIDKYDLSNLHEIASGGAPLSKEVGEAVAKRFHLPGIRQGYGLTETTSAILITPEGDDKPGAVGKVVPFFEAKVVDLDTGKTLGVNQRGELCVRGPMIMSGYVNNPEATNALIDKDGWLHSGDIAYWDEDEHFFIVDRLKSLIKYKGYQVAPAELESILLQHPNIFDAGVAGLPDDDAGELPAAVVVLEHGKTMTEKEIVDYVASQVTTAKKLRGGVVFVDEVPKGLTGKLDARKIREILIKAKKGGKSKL
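Purified P. pyralis luciferase (10nM final) with 10uM D-luciferin and 10uM ATP (Km levels) in 50mM Tris acetate pH 7.5, 10mM Mg acetate, 0.01% Tween-20, 0.05% BSA; qHTS 6-point titration, ~60 µM downward; luminescence read.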
Menin MLL FP TR: menin-MLL binding inhibition, Texas Red mutant peptide. Potency, µM (highest dose often 61.6 µM), for the others: top-dose FP activity change, negative = inhibition, hits mostly inhibitors. O00255. Menin + Texas Red MLL mutant peptide, fluorescence polarization. 0.23% of 270,000 active. AID 1768; active = well fitted inhibition curve with a large enough effect in the polarisation, with a control signal flat, not every such curve was filed as active; inconclusive = small, poorly fitted or top-dose-only effect, or effect the other way, or a change in a side signal; inactive = no such curve, though single readings can be large or run the other way; the % refers to the polarisation; note: potency is the fitted concentration of half-maximal effect; % of control where 0% means no effect; many of its hits are not listed in these tables
PKM2 activator: PKM2 (human) enzyme activation; AID 1631; purified PKM2, Kinase-Glo ATP luminescence, activation; response scale: 0% is enzyme alone, no compound; Potency, µM (series often up to 57.5 µM), without a hit: at the highest dose activation, usual class: activators; P14618; 0.34% of 260,000 active; note: potency is the fitted concentration of half-maximal effect; % is set by controls: 0 for no effect and ±100 for the full control effect; nearly all actives have a fitted effect of over 55% in size
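ATP formation by purified human PK-M2, quantified via coupled luciferase luminescence after 1 h at room temperature with 0.1 mM ADP and 0.5 mM PEP final.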
MBNL1-CUG inh: MBNL1-poly(CUG) RNA binding inhibition. Q9NR56. TR-FRET MBNL1-His/biotin-(CUG)12 binding, 665/545 ratio. Potency, µM (series often up to 57.5 µM), inactives show top-dose activity change, negative = inhibition, usual class: inhibitors. 0.036% of 280,000 active. AID 2675; active = well fitted inhibition curve with a large enough effect in the signal ratio, with a control signal flat, not every such curve was filed as active; inconclusive = small, poorly fitted or top-dose-only effect, or effect the other way, or a change in a side signal; inactive = no such curve, though single readings can be large or run the other way; the % refers to the signal ratio; note: potency is the fitted concentration of half-maximal effect; % is set by controls: 0 for no effect and ±100 for the full control effect
Target sequence (Q9NR56 whole entry, looked up): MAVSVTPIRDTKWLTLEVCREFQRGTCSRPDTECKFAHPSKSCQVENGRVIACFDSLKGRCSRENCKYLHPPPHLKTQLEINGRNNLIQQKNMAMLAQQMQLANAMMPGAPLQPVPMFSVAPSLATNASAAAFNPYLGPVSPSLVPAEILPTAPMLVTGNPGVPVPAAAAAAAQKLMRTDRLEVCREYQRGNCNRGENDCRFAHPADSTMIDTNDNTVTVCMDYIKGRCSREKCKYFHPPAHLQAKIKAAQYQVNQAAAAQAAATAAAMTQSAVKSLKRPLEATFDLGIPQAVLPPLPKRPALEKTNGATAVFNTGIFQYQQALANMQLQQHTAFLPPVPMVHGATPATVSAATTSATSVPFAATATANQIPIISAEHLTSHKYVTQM
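TR-FRET readout: Ex 340 nm, 665/545 nm emission ratio, normalized to buffer-only (basal) and MBNL1-(CUG)12 controls. Complex of MBNL1-His with Biotin-(CUG)12, compounds 92 nM–58 uM, incubated 60 min at room temperature.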
KCNH2 3.1 block: blocks the human KCNH2 3.1 channel isoform | U2OS KCNH2 3.1, thallium flux FluxOr; stronger effect = lower value | activity change, % (tested at about 1.8 µM) | 0.95% of 340,000 active | AID 720553;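 active = maximum activity change below -70%; inconclusive = maximum activity change from -70% to -50%; inactive = maximum activity change above -50%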;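 note: thallium influx rate constant from kinetic fluorescence after stimulation buffer; % is set by controls: 0 for no effect and ±100 for the full control effect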
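Channel expression came from 3.1 mutant virus (1.77 x 10^8 /mL) applied to suspended U2OS cells for 4 h. Flux was tracked with FluxOr dye plus Red40 quencher, and kinetic rate constants normalized to controls.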
Rab9 prom act: activators of Rab9 promoter | Huh7 Rab9 promoter-luciferase reporter, luminescence, 24 h | 2.8% of 320,000 active | AID 485297 | Potency, µM (highest dose often 9.22 µM), without a hit: at the highest dose activation, negative = inhibition, usual class: activators; note: potency is the fitted concentration of half-maximal effect; % of control where 0% means no effect; nearly all actives have a fitted effect of over 60% in size
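Quantitative HTS format; Huh7 Rab9-luciferase reporter cells (1500/well) receive compound 2 h post-plating, incubate 24 h at 37 °C, then get luciferase reagent for 10 min before luminescence reading.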
Mito fusion yeast: blocks mitochondrial division or promotes mitochondrial fusion; S. cerevisiae fusion-defective mutant growth rescue, CellTiterGlo 48 h; Potency, µM (top dose mostly 46.1 µM), inactives show top-dose growth rescue (activation), most hits filed as activators; 0.23% of 320,000 active; AID 485298;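 note: potency is the fitted concentration of half-maximal effect; % of control where 0% means no effect; nearly all actives have a fitted effect of over 45% in size; temperature-sensitive fusion mutants such as fzo1-1 at 37 °C on non-fermentable ethanol glycerol medium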
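Read-out: ATP-based luminescence (CellTiterGlo, 10 min ambient) reporting growth of fusion-defective ts yeast after 48 hours at 37C on glycerol/ethanol YPEG medium in the presence of compound.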
NPC1 promoter act: activates the NPC1 promoter. Huh7 NPC1 promoter luciferase reporter, 24 h. Potency, µM (doses to about 9.22 µM), for inactives: at the highest dose activation, hits mostly activators. 2.4% of 320,000 active. AID 485313;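 note: potency is the fitted concentration of half-maximal effect; % of control where 0% means no effect; nearly all actives have a fitted effect of over 60% in size; reporter is driven by a mutant NPC1 promoter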
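Stably transfected Huh7 (NPC1 promoter→luciferase), 1500 cells/well in Opti-MEM + 10% FBS, 2 h settle, then compound 24 h at 37 °C. Luminescence after 10 min with Amplite reagent.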
The depositor's hits bear a star; [ ] = remark or other dose. Unless noted, calls come from the whole dose curve; as a rule, active = well fitted curve in the direction sought with a large enough effect; inconclusive = small, poorly fitted or top-dose-only effect, or another doubt; inactive = no such curve, though single readings can be large; an effect the other way counts as inactive or inconclusive. The list is partial, so the mix of outcomes need not match the whole.

How did CCCC(=O)c1cc(F)c(N2CCN(S(=O)(=O)c3ccccc3)CC2)cc1C do in these assays?
ELG1 DNA repair: inconclusive; RORg inh: 0%; VP16 counter: -10%; FLuc counter: 0%; Menin MLL FP TR: -7%; PKM2 activator: 0%; MBNL1-CUG inh: -2%; KCNH2 3.1 block: -25; Rab9 prom act: -5%; Mito fusion yeast: -10%; NPC1 promoter act: -1%

Results for COC(=O)C1=C(C)Nc2[nH]c(=S)[nH]c(=O)c2C1c1ccc(OC)cc1 (stereo unspecified) ?
ELG1 DNA repair: 3%; RORg inh: -7%; VP16 counter: -8%; FLuc counter: inconclusive; Menin MLL FP TR: -5%; PKM2 activator: -15%; MBNL1-CUG inh: 0%; KCNH2 3.1 block: -19; Rab9 prom act: -1%; Mito fusion yeast: 2%; NPC1 promoter act: 0%

How did O=C(CN(Cc1ccc(Br)cc1)S(=O)(=O)c1ccccc1)NCc1ccccn1 do in these assays?
ELG1 DNA repair: -3%; RORg inh: 39%; VP16 counter: 7%; FLuc counter: 2%; PKM2 activator: -2%; MBNL1-CUG inh: 3%; KCNH2 3.1 block: -9; Rab9 prom act: 0%; Mito fusion yeast: 0%; NPC1 promoter act: 0%

How did COc1ccc(-c2c(C)nn3c(N4CCC5(CC4)OCCO5)cc(C)nc23)cc1OC do in these assays?
ELG1 DNA repair: -27%; RORg inh: -13%; VP16 counter: 13%; FLuc counter: 1%; Menin MLL FP TR: -2%; PKM2 activator: 0%; MBNL1-CUG inh: inconclusive; KCNH2 3.1 block: 0; Rab9 prom act: 1%; Mito fusion yeast: 8%; NPC1 promoter act: -11%

Results for C=C(C)C1CC=C(C)/C(=N/NC(=O)COc2cccc3ccccc23)C1 (stereo unspecified) ?
ELG1 DNA repair: 8%; RORg inh: 15%; VP16 counter: inconclusive; FLuc counter: 2%; Menin MLL FP TR: -9%; PKM2 activator: 1%; MBNL1-CUG inh: -14%; KCNH2 3.1 block: 3; Rab9 prom act: 4%; Mito fusion yeast: -7%; NPC1 promoter act: 3%

What do the screens show for `CN(c1ccc(S(=O)(=O)N2CCOCC2)cn1)C1CCCCC1`?
ELG1 DNA repair: 0%; RORg inh: 31%; VP16 counter: -6%; FLuc counter: 6%; Menin MLL FP TR: -6%; PKM2 activator: 0%; MBNL1-CUG inh: 0%; KCNH2 3.1 block: 2; Rab9 prom act: 5%; Mito fusion yeast: 1%; NPC1 promoter act: 3%

What do the screens show for `COc1cc(OC)cc(-n2nnnc2SCC(=O)NCCc2ccc(OC)c(OC)c2)c1`?
ELG1 DNA repair: 5%; RORg inh: 3%; VP16 counter: -3%; FLuc counter: -3%; Menin MLL FP TR: 7%; PKM2 activator: -2%; MBNL1-CUG inh: -2%; KCNH2 3.1 block: -6; Rab9 prom act: -2%; Mito fusion yeast: 7%; NPC1 promoter act: -4%

Results for Cc1ccc(C(=O)c2ccc(C)cc2)cc1 ?
ELG1 DNA repair: -7%; RORg inh: inconclusive; VP16 counter: -25%; FLuc counter: inconclusive; Menin MLL FP TR: -12%; PKM2 activator: 0%; MBNL1-CUG inh: -3%; KCNH2 3.1 block: -12; Rab9 prom act: 1%; Mito fusion yeast: -4%; NPC1 promoter act: 2%

What do the screens show for `CCc1cccc(NC(=O)Nc2ccc3c(c2)OCO3)c1`?
ELG1 DNA repair: 21%; RORg inh: 8%; VP16 counter: -11%; FLuc counter: inconclusive; Menin MLL FP TR: inconclusive; PKM2 activator: -1%; MBNL1-CUG inh: -8%; Rab9 prom act: inconclusive; Mito fusion yeast: 0%; NPC1 promoter act: 9%

What do the screens show for `O=C(COc1ncnc2ccccc12)NCCc1ccc(F)cc1`?
ELG1 DNA repair: 10%; RORg inh: 20%; VP16 counter: 5%; FLuc counter: 0%; Menin MLL FP TR: -1%; PKM2 activator: -3%; MBNL1-CUG inh: 2%; KCNH2 3.1 block: 13; Rab9 prom act: -4%; Mito fusion yeast: -1%; NPC1 promoter act: -1%

How did CN1CCN(C(=O)c2ccc(COc3cc(Cl)ccc3Cl)o2)CC1 do in these assays?
ELG1 DNA repair: 15%; RORg inh: inconclusive; VP16 counter: inconclusive; FLuc counter: -3%; Menin MLL FP TR: 1%; PKM2 activator: 2%; MBNL1-CUG inh: -8%; KCNH2 3.1 block: -4; Rab9 prom act: -4%; Mito fusion yeast: -8%; NPC1 promoter act: -1%

How did COc1ccc(-c2ccnc(SCC(=O)c3ccc(OC)c(OC)c3)n2)cc1 do in these assays?
ELG1 DNA repair: inconclusive; RORg inh: -11%; VP16 counter: -1%; FLuc counter: 2%; Menin MLL FP TR: -2%; PKM2 activator: 20%; MBNL1-CUG inh: 11%; KCNH2 3.1 block: -106*; Rab9 prom act: -4%; Mito fusion yeast: -8%; NPC1 promoter act: -1%

Results for COCCNS(=O)(=O)c1cc(F)ccc1OC ?
ELG1 DNA repair: 2%; RORg inh: 15%; VP16 counter: -9%; FLuc counter: 0%; Menin MLL FP TR: 11%; PKM2 activator: 8%; MBNL1-CUG inh: 0%; KCNH2 3.1 block: -8; Rab9 prom act: -4%; Mito fusion yeast: -1%; NPC1 promoter act: 1%

How did COCCN(CC(=O)NC1CCCCC1)C(=O)/C=C/C(=O)c1ccc(OC)cc1O do in these assays?
ELG1 DNA repair: 16%; RORg inh: -7%; VP16 counter: 4%; FLuc counter: -5%; Menin MLL FP TR: 3%; PKM2 activator: -19%; MBNL1-CUG inh: -8%; KCNH2 3.1 block: 6; Rab9 prom act: -1%; Mito fusion yeast: 0%; NPC1 promoter act: -2%

Results for CC1(NC(=S)N(CCO)CCO)CCS(=O)(=O)C1 (stereo unspecified) ?
ELG1 DNA repair: 28%; RORg inh: -8%; VP16 counter: -21%; FLuc counter: 0%; Menin MLL FP TR: -6%; PKM2 activator: -18%; MBNL1-CUG inh: inconclusive; KCNH2 3.1 block: 3; Rab9 prom act: -2%; Mito fusion yeast: 5%; NPC1 promoter act: 5%

What do the screens show for `COc1cccc(NC(=O)N2CCCC2C(=O)NC2CCCC2)c1` (stereo unspecified)?
ELG1 DNA repair: 9%; RORg inh: -10%; VP16 counter: 1%; FLuc counter: 5%; MBNL1-CUG inh: 2%; KCNH2 3.1 block: 7; Rab9 prom act: -2%; Mito fusion yeast: -11%; NPC1 promoter act: 0%

Results for COc1ccc(C=NCC2OCCc3ccccc32)cc1OC (stereo unspecified) ?
ELG1 DNA repair: -2%; RORg inh: -17%; VP16 counter: inconclusive; FLuc counter: 3%; Menin MLL FP TR: -2%; PKM2 activator: 3%; MBNL1-CUG inh: -16%; KCNH2 3.1 block: 17; Rab9 prom act: 1%; Mito fusion yeast: 1%; NPC1 promoter act: 1%

How did O=C(/C=C/c1ccc(F)cc1)NCC1(c2ccccc2)CCOCC1 do in these assays?
ELG1 DNA repair: -15%; RORg inh: inconclusive; VP16 counter: -19%; FLuc counter: 5%; Menin MLL FP TR: 16%; PKM2 activator: 0%; MBNL1-CUG inh: 1%; Rab9 prom act: -1%; Mito fusion yeast: -3%; NPC1 promoter act: -6%

What do the screens show for `COc1cccc(Oc2cnc(N)nc2-c2ccc(OC)cc2O)c1`?
ELG1 DNA repair: -19%; RORg inh: 33%; VP16 counter: 0%; FLuc counter: -10%; Menin MLL FP TR: 28%; PKM2 activator: -1%; MBNL1-CUG inh: -14%; KCNH2 3.1 block: 12; Rab9 prom act: -36%[inhibitor]; Mito fusion yeast: 14%; NPC1 promoter act: -33%[inhibitor]

Results for CCOc1ccc2[nH]c3c(NCCc4ccc(OC)c(OC)c4)ncnc3c2c1 ?
ELG1 DNA repair: 21µM*; RORg inh: 5%; VP16 counter: -22%; FLuc counter: -13%; PKM2 activator: -9%; MBNL1-CUG inh: -4%; KCNH2 3.1 block: -8; Rab9 prom act: -3%; Mito fusion yeast: 1%; NPC1 promoter act: 1%
